# PhoP GFP inhibition: PhoP regulon inhibitors, Salmonella typhi PhoP promoter GFP reporter, confirmatory (AID 1850); hit rate 0.33% among 310,000; Salmonella Typhi PhoP-promoter GFP reporter, fluorescence, 4 h; higher % means a stronger effect; inhibition, % at 50 µM, or IC50 in µM where a hit was titrated; in the data active means a potency from the dose series; inconclusive means inhibition mostly from about 25% at the one dose, without a potency; inactive means the rest, 99 in 100 with inhibition below about 19%;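 further: 0% = induced wells with vehicle and 100% = uninduced wells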
# influenza NS1A: H1N1 influenza NS1A inhibitors, functional cell based assay (AID 504329); NS1A functional cell-based assay, percent inhibition; higher % means a stronger effect; one-dose inhibition, % at 12.5 µM; IC50 in µM for titrated hits; hit rate 0.3% among 340,000; in the data active means a potency from the dose series; inconclusive means inhibition above about 27% without an active follow-up result; further: strong numbers were not always called active
# M. tuberculosis: growth inhibition of non-replicating M. tuberculosis (AID 488890). Mycobacterium tuberculosis non-replicating, growth inhibition; higher % means a stronger effect. inhibition, % at 25 µM, or IC50 in µM where a hit was titrated. hit rate 0.39% among 320,000; in the data active means a potency from the dose series; inconclusive means inhibition mostly from about 82% at the one dose, without a potency; inactive means the rest, 99 in 100 with inhibition below about 76%;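 further: plate controls were DMSO cells for no effect and high antibiotic wells for full effect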
# inhibitors of VEEV: inhibitors of VEEV TC-83 cytopathic effect, confirmation, Vero cells (AID 588727); Vero cells, VEEV TC-83 cytopathic effect inhibition; higher % means a stronger effect; one-dose inhibition, % at 20 µM; IC50 in µM for titrated hits; hit rate 0.13% among 350,000; in the data active means a potency from the dose series; inconclusive means inhibition mostly from about 14% at the one dose, without a potency; inactive means the rest, 99 in 100 with inhibition below about 12%; further: strong numbers were not always called active
# H37Rv inhibition: M. tuberculosis growth inhibition, HTS (AID 449762). hit rate 0.59% among 330,000. one-dose inhibition, % at 25 µM; IC50 in µM for titrated hits. M. tuberculosis H37Rv growth inhibition, 7H9 media; higher % means a stronger effect; in the data active means a potency from the dose series; inconclusive means inhibition above about 70% without an active follow-up result;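 further: bacterial growth assessed after seven days of incubation; strong numbers were not always called active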
# inhibitors of VEEV 10K pilot screen: second read-out of inhibitors of VEEV, no call of its own (marks repeat the call); inhibition, %; measured here: 10K pilot screen inhibition
# Starred values were filed as active, the others as inactive; i = inactive; ? = inconclusive; · = no result given.
SMILES,PhoP GFP inhibition,influenza NS1A,M. tuberculosis,inhibitors of VEEV,H37Rv inhibition,others
Cc1cc(C)nc(SCC(=O)N/N=C/c2cccn2-c2cccc(C(F)(F)F)c2)n1,-9%,1%,53%,0.1%,-4%,
Cc1ccc(CC(=O)Nc2cccnc2)cc1,-8%,5%,6%,1.7%,-8%,inhibitors of VEEV 10K pilot screen=0.0
CC(C)(C)c1ccc(C(=O)Oc2ccccc2CCC(=O)O)cc1,2%,·,46%,3.6%,3%,
Cc1ccc(S(=O)(=O)CCC(=O)Nc2ccc(F)cc2)cc1,6%,-17%,3%,1.0%,0%,
Cc1ccn2cc(-c3cccc(S(=O)(=O)N4CCCCC4)c3)nc2c1,0%,4%,26%,2.6%,9%,
CCOc1ccc(NC(=O)c2nnn(CC(=O)Nc3ccccc3OC)c2N)cc1,-13%,5%,92%,0.9%,-2%,
O=C(Nc1ccc[n+](CC(=O)c2cccc3ccccc23)c1)c1ccccc1,6%,10%,29%,1.1%,16%,
CC1CN(Cc2cnc(Cl)s2)CC(C)O1 (stereo unspecified),·,-10%,·,i,·,
COC(=O)Nc1ccc(N=C(N)N[N+](=O)[O-])cc1,2%,3%,-3%,0.5%,-5%,
COc1cccc(OC)c1C(=O)Nc1sc2c(c1C(N)=O)CCN(Cc1ccccc1)C2,-1%,1%,11%,7.4%,-1%,
Cc1ccc(CN2CC(C(=O)Nc3ccccc3N3CCCC3)CC2=O)cc1 (stereo unspecified),0%,8%,8%,5.9%,-1%,
CCn1c(O)c(C(C#N)=C2N=c3ccccc3=N2)c2ccccc21,-6%,24%,38%,5.3%,2%,
COc1ccc(S(=O)(=O)N2CCN(C(=O)[C@@H]3CCCN3C(=O)c3cccs3)CC2)cc1,·,5%,·,4.0%,·,
O=C1CCCC(O)=C1C=NCCc1ccccc1,-5%,5%,-4%,i,2%,
COc1ccc(-n2nnnc2SCC(=O)Nc2ccccc2N2CCOCC2)cc1,-13%,-10%,34%,0.1%,0%,
Cc1ccc(C(=O)NC(C)c2ccccc2)cc1S(=O)(=O)N1CCOCC1 (stereo unspecified),3%,3%,-9%,1.3%,-5%,
O[Si](CCCN1CCCCC1)(c1ccc(F)cc1)C1CCCCC1 (stereo unspecified),-2%,-1%,57%,7.1%,11%,
Cc1ccnc(N/N=C/c2ccco2)n1,-6%,7%,4%,i,3%,
Cc1ccc(N2C(=O)C3C4C=CC(CNC(=S)Nc5cccc(Cl)c5)(O4)C3C2=O)cc1 (stereo unspecified),6%,7%,64%,0.3%,1%,
C[C@@H]1CN([C@H](C)CO)C(=O)c2cc(NC(=O)Nc3ccc(C(F)(F)F)cc3)ccc2O[C@H]1CN(C)S(=O)(=O)c1ccc(Cl)cc1,·,-12%,36%,0.7%,19%,
C=CCOc1ccccc1NC(=O)CN1C(=O)CNC1=O,1%,-6%,2%,0.7%,1%,
COCCn1c(SCc2nc(N)nc(Nc3ccccc3C)n2)nc2ccccc2c1=O,1%,3%,16%,i,3%,
COc1cc(=O)[nH]c(=O)n1CC(=O)c1ccccc1,-16%,-7%,10%,1.5%,11%,
CCCOc1ccc(C2C3=C(CCCC3=O)N(CC(=O)O)C3=C2C(=O)CCC3)cc1OCC,-1%,-6%,0%,i,-2%,
C=CCOc1ccccc1CN(C(=O)CCl)c1ccc2c(c1)OCO2,0%,-4%,?,?,0.92µM*,
C=C(C)Cn1c(CCNC(=O)C(C)C)nc2ccccc21,10%,1%,-14%,0.5%,-6%,
COc1cccc(C(=O)Nc2cc(C(=O)NCCc3ccccc3)ccc2Cl)c1,8%,-1%,-5%,0.9%,-1%,
O=[N+]([O-])c1ccc(N2CCCCC2)c(Cl)c1N1CCCCC1,14%,-5%,-12%,i,5%,
NC(=O)C1CCCN(C(=O)c2ccc(NC(=O)c3cccs3)cc2)C1 (stereo unspecified),·,0%,-17%,0.3%,5%,
Cc1cc(C)c(S(=O)(=O)NCC(=O)NCc2ccccn2)c(C)c1,-11%,-9%,4%,i,-5%,
CCOC(=O)/C=C/C(=O)Nc1ccc(Oc2ccccc2)cc1,-10%,0%,?,6.6%,?,
COc1ccc(OC)c(NC(=O)COC(=O)CCCN2C(=O)c3ccccc3C2=O)c1,4%,-5%,1%,0.2%,6%,
Cc1nc2ncnn2c(C)c1Cc1cccc(C(F)(F)F)c1,-6%,9%,3%,6.5%,1%,
COc1ccc(NC(=S)N2CCC(c3nc4ccccc4o3)CC2)c(OC)c1,-24%,-2%,7%,9.1%,-5%,
CC(C)C(=O)Nc1cccc(C(=O)Nc2nnc(C(C)(C)C)s2)c1,-5%,-3%,9%,11%,-3%,
CCc1ccc(NC(=O)COC(=O)CCCC2=NS(=O)(=O)c3ccccc3N2)cc1,-6%,-4%,6%,2.9%,-5%,
COc1ccc(C2=NNC(c3cc(Cl)cc4c3OCOC4)C2)c(O)c1 (stereo unspecified),6%,·,-6%,·,36%,
COCCn1nnnc1C(c1ccc(OC)cc1OC)N1CCN(c2ccccc2)CC1 (stereo unspecified),2%,3%,5%,2.1%,-4%,
COc1ccc(N=Cc2c[nH][nH]c2=O)cc1,9%,5%,7%,0.5%,95%,inhibitors of VEEV 10K pilot screen=0.0
CCCNC(=O)COC(=O)c1ccccc1C(=O)N(C)C1CCCCC1,-4%,2%,-15%,i,2%,
O=C(Nc1nnc(-c2cccs2)o1)c1ccco1,9%,-3%,·,2.0%,49%,
CC(=O)c1ccc(NC(=O)c2ccc(COc3ccccc3[N+](=O)[O-])o2)cc1,1%,6%,15%,2.2%,15%,
COc1ccccc1OCC(=O)NNC(=S)NC(=O)c1ccco1,4%,7%,77%,1.4%,54%,
CCc1ccc2[nH]c(=O)c(C(c3nnnn3CCOC)N3CCN(c4ccccc4F)CC3)cc2c1 (stereo unspecified),-6%,3%,16%,6.3%,1%,
COC(=O)c1cc(C(=O)OC)cc(N2C(=O)CC(NNC(=O)c3ccccc3Cl)C2=O)c1 (stereo unspecified),-13%,2%,-17%,2.4%,-11%,
O=C(CCc1nnc2ccc(NCc3ccccc3Cl)nn12)NC1CCCC1,-3%,7%,23%,0.1%,2%,
CC(C)c1cc(C(=O)N/N=C/c2ccco2)n[nH]1,-2%,4%,11%,i,2%,
O=C(CCC(=O)Nc1nnc(C2CCCCC2)s1)NCc1cccs1,-8%,1%,14%,0.7%,-2%,
NC(=O)CSc1nnc(-c2cccc(S(=O)(=O)N3CCCCC3)c2)o1,10%,-25%,35%,0.5%,-12%,
CCNC(=O)/C(C#N)=C/c1c(N2CCN(Cc3ccc4c(c3)OCO4)CC2)nc2c(C)cccn2c1=O,-7%,1%,29%,i,-2%,
O=C(NCc1ccccc1F)C1CCN(C(=O)Nc2ccc(F)cc2)CC1,4%,-8%,0%,0.3%,-11%,
COc1ccc(CN2Cc3cnnn3-c3ccccc3C2C#N)cc1 (stereo unspecified),·,-16%,·,?,·,
CCO[C@@H]1OC(C(N)=O)=C[C@H](c2ccc(Br)cc2)[C@H]1CCCO,15%,3%,8%,0.7%,-9%,
NC(=O)c1ccc[n+](Cc2ccccc2)c1,11%,-3%,·,i,0%,
COc1cccc(NC(=O)Cn2c(=O)oc3ccccc32)c1,5%,1%,-1%,1.5%,-5%,
COc1ccc(/C(C)=N/NC(=O)c2ccc(N(C)C)cc2)cc1,0%,0%,7%,2.5%,-4%,
COC(=O)c1cc(NC(=O)c2cc(C)oc2C)cc(C(=O)OC)c1,4%,12%,6%,8.0%,4%,inhibitors of VEEV 10K pilot screen=5.5
O=C1CC2(CCN(C(=O)COc3ccccc3)CC2)Oc2ccccc21,-2%,-23%,-4%,0.7%,-4%,
C=CCNC(=O)c1cc2c(=O)n3cc(C)ccc3nc2nc1NCC1CCCO1 (stereo unspecified),-13%,·,2%,·,-1%,
COc1ccccc1NC(=O)COc1ccccc1C(=O)Nc1ccccc1,2%,-1%,17%,6.5%,5%,
# (continued)
SMILES,PhoP GFP inhibition,influenza NS1A,M. tuberculosis,inhibitors of VEEV,H37Rv inhibition,others
COc1ccccc1CNC(=O)C(CCSC)NS(=O)(=O)c1ccc2c(c1)oc(=O)n2C (stereo unspecified),-5%,0%,36%,0.8%,4%,
O=C(NC1CCCCC1)C(c1ccccc1F)N(C(=O)c1csnn1)C1CCCC1 (stereo unspecified),0%,11%,9%,i,-7%,
COc1ccc(C2(C)NC(=O)N(CC(=O)c3cc(C)n(C4CC4)c3C)C2=O)cc1OC (stereo unspecified),·,-7%,21%,7.3%,0%,
CC1CCN(CCCNC(=O)CN2C(=O)CSc3ccc(S(=O)(=O)N4CCCCC4)cc32)CC1,-4%,1%,8%,0.6%,-6%,
CCCC(=O)NC(=S)Nc1ccccc1F,2%,-4%,73%,0.6%,2%,
O=C(Nc1ccc(F)cc1F)c1cc(Cl)sc1Cl,-7%,-1%,-2%,1.3%,11%,
COc1ccc2c(c1OC)C(=O)OC2Nc1nc(-c2cc3cc([N+](=O)[O-])ccc3oc2=O)cs1 (stereo unspecified),-6%,0%,29%,0.6%,-3%,
Cc1ccc([N+](=O)[O-])cc1S(=O)(=O)NCCc1c(C)[nH]c2ccccc12,-6%,15%,36%,7.5%,3%,
O=C(CSc1nc(-c2cccs2)cc(C(F)(F)F)n1)NCc1ccccc1,-11%,4%,11%,i,6%,
COc1ccc2cc(CCNC(=O)CC(C)(C)C)c(=O)[nH]c2c1,-8%,-1%,4%,i,5%,
O=C(NCCCn1ccnc1)C(=O)NCC(c1ccco1)N1CCN(c2ccccc2)CC1 (stereo unspecified),4%,20%,3%,1.8%,-4%,
NC1=NC(=O)N2CC12 (stereo unspecified),·,0%,·,3.0%,·,
CCn1c(SCC(=O)Nc2cccc(OC)c2)nc2ccccc2c1=O,8%,0%,40%,4.6%,5%,
COc1ccc(Nc2cc(Cl)ccc2C(=O)O)cn1,-3%,-1%,32%,3.5%,-2%,
COc1ccc(Cl)cc1N=Cc1c(O)n(C)c(=O)n(C)c1=O,-7%,2%,3%,i,0%,

# Quoted at random: 3 compounds from above
SMILES,PhoP GFP inhibition,influenza NS1A,M. tuberculosis,inhibitors of VEEV,H37Rv inhibition,others
O=C(NC1CCCCC1)C(c1ccccc1F)N(C(=O)c1csnn1)C1CCCC1 (stereo unspecified),0%,11%,9%,i,-7%,
O=C(CSc1nc(-c2cccs2)cc(C(F)(F)F)n1)NCc1ccccc1,-11%,4%,11%,i,6%,
CCCC(=O)NC(=S)Nc1ccccc1F,2%,-4%,73%,0.6%,2%,

# Structural class: the compounds so far with a cyano group.
SMILES,PhoP GFP inhibition,influenza NS1A,M. tuberculosis,inhibitors of VEEV,H37Rv inhibition,others
CCn1c(O)c(C(C#N)=C2N=c3ccccc3=N2)c2ccccc21,-6%,24%,38%,5.3%,2%,
CCNC(=O)/C(C#N)=C/c1c(N2CCN(Cc3ccc4c(c3)OCO4)CC2)nc2c(C)cccn2c1=O,-7%,1%,29%,i,-2%,
COc1ccc(CN2Cc3cnnn3-c3ccccc3C2C#N)cc1 (stereo unspecified),·,-16%,·,?,·,

# Next part
SMILES,PhoP GFP inhibition,influenza NS1A,M. tuberculosis,inhibitors of VEEV,H37Rv inhibition,others
COc1ccc(C(C(=O)NC2CCCCC2)N(CC2CCCO2)C(=O)C2COc3ccccc3O2)cc1OC (stereo unspecified),0%,-1%,23%,0.1%,6%,
Cc1ccc(S(=O)(=O)NNC(=O)Nc2cccc3ccccc23)cc1,2%,-2%,-8%,0.5%,9%,
COc1ccc(COCC(O)CN2CCC(CN3C(=O)c4cccc5cccc(c45)C3=O)CC2)cc1OC (stereo unspecified),-4%,-3%,42%,5.0%,?,
COC(=O)c1ccc(Cn2c(O)c(N=O)c3ccccc32)o1,-7%,14%,0%,0.9%,-5%,
O=C(CSc1ccccc1F)NNC(=O)c1cncc(Br)c1,·,-9%,6%,0.8%,-6%,
CC1(C)CCCN(Cc2c(O)ccc3c(=O)c(-c4nc5ccccc5s4)c(N)oc23)C1,10%,-29%,15%,51%,?,
O=C(O)c1ccccc1C(c1ccc(O)cc1)c1ccc(O)cc1,0%,-19%,15%,0.0%,23%,
Cc1[nH]c2ccccc2c1/C=N/NC(=O)Nc1ccccc1,-16%,-2%,17%,2.0%,3%,
Cc1cc(C)n(-c2nnc(Cl)c3ccccc23)n1,1%,3%,-14%,0.6%,-8%,
CCCC(=O)N(C)c1nnc(-c2ccc(OC)cc2)s1,5%,-6%,12%,4.1%,2%,
CCOC(=O)Cc1csc(NC(=O)CCNS(=O)(=O)c2ccc3c(c2)CCC(=O)N3)n1,5%,10%,-5%,2.0%,2%,

# Screening data deposited in PubChem BioAssay by Southern Research Specialized Biocontainment Screening Center.

# Hits appear at their usual frequency. About 1.5% of those tested had a hit in this group.
